# Bioassay records from PubChem.
# SENP8 block – human SENP8 protease inhibitors, primary screen, biochemical, fluorescence, Nedd8 protein substrate, uHTS. recombinant SENP8. actives 0.64% (n = 360,000). inhibition, % at 20 µM. AID 602440, 2012; in the data active means inhibition mostly above about 40%, no sharp cut-off; inactive means mostly below about 27%
# Target sequence (Q96LD8 whole entry, looked up): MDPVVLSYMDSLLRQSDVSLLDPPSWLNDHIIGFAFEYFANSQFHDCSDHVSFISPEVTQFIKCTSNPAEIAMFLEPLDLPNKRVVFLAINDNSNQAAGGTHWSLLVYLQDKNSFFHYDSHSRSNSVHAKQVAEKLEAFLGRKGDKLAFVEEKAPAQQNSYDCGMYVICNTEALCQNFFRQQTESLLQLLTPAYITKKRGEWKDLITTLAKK
# PfG6PD inh – PfG6PD enzyme inhibitors, primary screen, biochemical, fluorescence intensity, uHTS | glucose-6-phosphate dehydrogenase-6-phosphogluconolactonase (Plasmodium falciparum 3D7) | PfGluPho enzyme, NADPH resazurin-diaphorase fluorescence | inhibition, % at 20 µM | actives 0.78% (n = 350,000) | AID 504690, 2011;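 active means inhibition reaching at least a set limit at 20 µM in the primary screen, cut at about 59% in these data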;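 further: 0% = DMSO wells with substrate and 100% = DMSO wells lacking glucose-6-phosphate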
# ATG4B inhibitor – ATG4B protease inhibitors, primary screen, biochemical, fluorescence, uHTS; inhibition, % at 8.33 µM; Cysteine protease ATG4B (Homo sapiens), Q9Y4P1; actives 0.51% (n = 340,000); ATG4B cleavage of LC3-PLA2, NBD-HPC fluorescence, 1 h; in the data active means inhibition above about 40%
# NR3A LBD binder – binders of NR3A ligand-binding domain, primary screen, biophysical, differential scanning fluorimetry, uHTS | Tm shift relative to glycine control, % at 25 µM | actives 2.5% (n = 340,000) | Glutamate receptor ionotropic, NMDA 3A (GRIN3A) ligand-binding domain | NR3A LBD differential scanning fluorimetry, Tm shift; 0% = protein alone, 100% = glycine-bound protein;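 active means melting temperature shift of at least 10% of the positive control shift, at one fixed dose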
# MPTP block – mitochondrial permeability transition pore inhibitors, primary screen, biochemical, isolated mouse mitochondria, absorbance. Ca2+ swelling absorbance, 30 min. inhibition, % at 10 µM. actives 1.4% (n = 360,000). AID 602449, 2012;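 active means inhibition of 50% or more, scaled per plate between neutral and stimulator controls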;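 further: 0% = DMSO wells given calcium and 100% = 1 mM EGTA wells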
# SENP1 FRET inh – human SENP1 catalytic domain inhibitors, primary screen, biochemical, FRET, uHTS; Sentrin-specific protease 1 (Homo sapiens), Q9P0U3; recombinant SENP1 catalytic domain, CyPet-SUMO1-YPet FRET cleavage; inhibition, % at 10 µM; actives 0.21% (n = 360,000); AID 624204, 2012;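 active means inhibition at least 30% at 10 µM, raw YFP signal under a set limit, fluorescence ratio 0.5 to 1.5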;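 further: 0% = enzyme with DMSO and 100% = no enzyme wells; some results filed as inactive read as strong as hits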
# Target sequence (Q9P0U3 419-644 limits assumed): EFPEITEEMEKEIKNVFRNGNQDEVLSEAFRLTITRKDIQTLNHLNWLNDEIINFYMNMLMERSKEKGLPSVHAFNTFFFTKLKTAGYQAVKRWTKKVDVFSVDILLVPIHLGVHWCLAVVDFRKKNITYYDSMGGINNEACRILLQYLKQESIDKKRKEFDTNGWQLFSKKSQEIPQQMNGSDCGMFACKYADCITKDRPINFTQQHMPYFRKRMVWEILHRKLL
#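 material = recombinant human SENP1 catalytic domain, His6-tagged | quantity = 20 pM enzyme | reagent = 25 nM SUMO1 FRET substrate | compound dosing = 10 µM single point, 0.5% DMSO | timing = 50 min enzyme reaction, room temperature, light-protected | detection = FRET, CFP and YFP emission | control set = no-enzyme low, enzyme-DMSO high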
# SENP6 block – SENP6 protease inhibitors, primary screen, biochemical, luminescence, uHTS; inhibition, % at 10 µM; Recombinant SENP6 catalytic domain, aminoluciferin luminescence; AID 2599, 2010; actives 1.8% (n = 330,000);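 active means inhibition above about 50% at the single tested dose, limit read from the data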;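 further: plate controls were DMSO wells with enzyme for no effect and DMSO wells lacking enzyme for full effect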
# hIAP act – human IAP activators, primary screen, biochemical, luminescence, uHTS; Intestinal-type alkaline phosphatase (Homo sapiens), P09923; purified human IAP, CDP-Star luminescence, 30 min; hits give high values; 1 = vehicle-only enzyme, 0 = enzyme-free background; activation factor at 10 µM; actives 0.16% (n = 330,000); AID 2524, 2010;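 active means activation factor of the enzyme at least 2-fold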; further: the source names both 10 and 20 µM as test concentration; values of inactives mirror those of a sister screen read the other way
# Target sequence (P09923 whole entry, looked up): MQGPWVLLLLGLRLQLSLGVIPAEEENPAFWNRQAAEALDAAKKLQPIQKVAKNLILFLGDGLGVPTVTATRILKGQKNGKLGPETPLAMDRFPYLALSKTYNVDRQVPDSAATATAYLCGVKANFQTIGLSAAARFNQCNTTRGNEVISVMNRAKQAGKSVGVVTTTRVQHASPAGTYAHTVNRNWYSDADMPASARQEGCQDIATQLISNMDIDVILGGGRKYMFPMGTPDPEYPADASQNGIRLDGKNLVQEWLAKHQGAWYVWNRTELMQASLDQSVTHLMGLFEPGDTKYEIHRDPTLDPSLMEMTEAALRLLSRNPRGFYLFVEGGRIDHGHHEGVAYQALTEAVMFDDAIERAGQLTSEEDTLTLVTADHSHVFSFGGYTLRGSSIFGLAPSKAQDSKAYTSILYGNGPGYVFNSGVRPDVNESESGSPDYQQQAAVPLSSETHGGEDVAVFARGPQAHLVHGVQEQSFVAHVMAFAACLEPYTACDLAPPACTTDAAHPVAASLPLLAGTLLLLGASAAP
# The depositor's hits bear a star; nt = not tested or not shown. Hits appear at their usual frequency. Share with any hit: about 6.7%.
1	O=C(CN1CCN(c2ccccn2)CC1)N(c1ccccc1)c1ccc2ccccc2c1
2	CNC(=O)COc1ccc(S(=O)(=O)N2CCCC2)cc1
3	CCCC1NC(=O)NC(C)=C1C(=O)OCC (stereo not drawn)
4	COc1ccc(C(=O)/C=C/c2cc(OC)c(O)c(OC)c2)c(F)c1
5	O=C(Cc1ccccc1)NC(Nc1ccccc1)C(Cl)(Cl)Cl (stereo not drawn)
6	O=C(N/N=C/c1ccc(F)cc1)c1cccc(NC(=O)c2ccc(F)cc2)c1
7	CCN1CCN(C(=O)c2cc(COc3ccc(F)cc3F)on2)[C@@H](C)C1=O
8	COCc1ccc(-c2c(-c3cccc(OC)c3)sc3ccc(OC)cc23)cc1
9	CN(Cc1ccc(-n2cccn2)cc1)C(=O)c1cnn2c1NC(c1ccco1)CC2C(F)(F)F (stereo not drawn)
10	Cc1ccc(NC(=O)c2cc([N+](=O)[O-])ccc2NCc2cccnc2)cc1

assay / entry	1	2	3	4	5	6	7	8	9	10
SENP8 block	-31	23	13	-90	6	-24	10	-50	6	11
PfG6PD inh	0	-8	3	21	-4	4	0	-4	22	19
ATG4B inhibitor	-5	4	-3	28	-11	-1	-5	-2	0	-17
NR3A LBD binder	1	-1	1	2	-4	33*	-1	2	2	-2
MPTP block	-4.9	0.5	2.6	2.5	0.9	2.4	-1.7	2.8	-2.6	3.3
SENP1 FRET inh	-6	3	-59	38	1	-1	3	0	-11	-14
SENP6 block	-3	-30	-6	7	10	-3	1	14	nt	-8
hIAP act	1.3	0.85	0.89	0.99	1	1	1.2	1.1	nt	1.1

11	CN1CCN(C2Cc3cc(F)ccc3Sc3ccc(Cl)cc32)CC1 (stereo not drawn)
12	COc1ccc(Cn2c(=O)oc3ccccc32)cc1OC
13	COc1oc(-c2ccccc2C)nc1C(F)(F)F
14	Cc1ccc(C)c(C(=O)CN2C(=O)CCC2=O)c1
15	COc1ccc(CNC(=O)c2cnn3c(C(F)F)cc(C)nc23)cc1
16	Cc1ccc(S(=O)(=O)N2C[C@H]3C(=O)C[C@@H](c4ccc(Cl)cc4)N(S(=O)(=O)c4ccccc4C)[C@H]3C[C@H]2c2ccc(Cl)cc2)cc1
17	OCC[C@H]1C[C@H](O)[C@@H](O)[C@@]2(Cc3ccccc3CO2)O1
18	Cn1c(C(=O)O)cnc1Sc1ncc(C(F)(F)F)cc1Cl
19	COc1ccc2c(c1)n([O-])c1c([n+]2=O)CCC1
20	N#Cc1c(N)n(-c2cccc(C(=O)O)c2)c2nc3ccccc3nc12

assay / entry	11	12	13	14	15	16	17	18	19	20
SENP8 block	21	7	14	11	-51	-4	16	-4	nt	-441
PfG6PD inh	11	-13	-2	-3	-2	6	2	15	26	-5
ATG4B inhibitor	-6	nt	-2	-2	-8	nt	0	-3	-1	-5
NR3A LBD binder	0	nt	0	-10	2	nt	-1	1	-1	1
MPTP block	-5.0	3.4	-0.6	0.2	6.0	-0.1	-0.7	-0.3	nt	0.4
SENP1 FRET inh	2	0	3	0	-3	0	1	1	nt	-39
SENP6 block	-33	nt	5	22	-3	nt	-9	-14	-20	38
hIAP act	0.92	nt	0.88	0.87	1.1	nt	1.1	0.85	0.95	0.98

# Just PfG6PD inh and MPTP block, for three of the compounds above:
no. | SMILES | PfG6PD inh | MPTP block
11 | CN1CCN(C2Cc3cc(F)ccc3Sc3ccc(Cl)cc32)CC1 (stereo not drawn) | 11 | -5.0
18 | Cn1c(C(=O)O)cnc1Sc1ncc(C(F)(F)F)cc1Cl | 15 | -0.3
20 | N#Cc1c(N)n(-c2cccc(C(=O)O)c2)c2nc3ccccc3nc12 | -5 | 0.4

# (list continues)
21	COc1ccc2c(CC(=O)N3CCN(S(=O)(=O)c4ccc(F)cc4)CC3)coc2c1
22	CCOc1ccc(NC(=O)NCCN2CCN(c3cccc(C)c3C)CC2)cc1
23	O=C(CSc1cccc[n+]1[O-])NN(c1ccccc1)c1ccccc1
24	Cn1c(C23CC4CC(CC(C4)C2)C3)n[nH]c1=S
25	COc1ccc(OC)c(CNC(=O)Cc2c(C(=O)O)[nH]c3ccc(Cl)cc23)c1
26	COc1ccc(-n2c(/C=C(\C)O)nc(=O)c3c(C)cc(C)nc32)cc1
27	c1ccc(-c2nc(CSc3n[nH]c(-c4cccs4)n3)cs2)cc1
28	CCCNC(=O)N(C)C[C@@H]1Oc2ncc(Br)cc2C(=O)N([C@H](C)CO)C[C@@H]1C
29	O=C(CN1C(=O)NC2NC(=O)NC21)NN=C1CCCC1 (stereo not drawn)
30	CC(=O)c1cccc(CN2CCN(C(C)C)C(CCO)C2)c1 (stereo not drawn)

assay / entry	21	22	23	24	25	26	27	28	29	30
SENP8 block	-10	18	15	7	-10	-63	4	10	23	6
PfG6PD inh	-2	-6	2	20	-21	-5	-24	-2	-14	17
ATG4B inhibitor	-7	6	3	13	3	0	-5	nt	5	-1
NR3A LBD binder	-3	-1	0	-1	-14	-2	3	nt	2	-4
MPTP block	-0.4	0.8	-1.0	-6.9	0.0	2.2	0.7	0.5	-3.0	32
SENP1 FRET inh	0	5	2	-1	2	1	1	2	0	3
SENP6 block	13	-9	-18	-2	5	2	1	nt	3	-12
hIAP act	0.94	0.89	1.1	1.1	1	0.89	1.1	nt	1.2	1.1

31	O=[N+]([O-])c1cc(S(=O)(=O)NCCc2ccccn2)ccc1Cl
32	Brc1cccc(-c2cnc3n2CCCCC3)c1
33	COc1ccccc1-c1c(C#N)c(N)nc2c1CCC2
34	COC(=O)c1ccccc1NC(=O)C1CCCN(S(=O)(=O)c2ccccc2)C1 (stereo not drawn)
35	CCCCC(CC)C1OCC(CN2CCCC2)O1 (stereo not drawn)
36	COc1ccc(-n2c(C)cc(C(=O)CSc3nnc(-c4cccs4)o3)c2C)cc1
37	CCOC(=O)c1c(NC(=O)CC)sc(C(C)=O)c1C
38	O=C(N/N=C/c1ccc(Br)s1)c1ccc([N+](=O)[O-])cc1
39	O=C(/C=C/c1ccc(F)cc1)NC(=S)Nc1ccccc1C(=O)NC1CCCCC1
40	CCOC(=O)C(=O)NCC(c1cccs1)S(=O)(=O)c1ccc(F)cc1 (stereo not drawn)

assay / entry	31	32	33	34	35	36	37	38	39	40
SENP8 block	-1	25	-434	-6	16	-18	20	11	5	11
PfG6PD inh	-4	-2	-5	16	17	83*	29	-2	-5	-1
ATG4B inhibitor	8	10	2	-6	-9	4	2	-6	2	-10
NR3A LBD binder	1	1	-1	0	-1	2	-2	-1	1	-1
MPTP block	-0.1	1.6	1.3	-1.4	-2.7	91*	0.9	-0.6	0.7	-1.7
SENP1 FRET inh	3	0	-193	0	0	1	4	6	-1	1
SENP6 block	4	-26	-2	16	-4	3	-13	-14	-1	-11
hIAP act	0.97	1.8	1	0.92	0.96	0.87	0.94	0.99	1.2	1

41	COc1ccc(S(=O)(=O)N(C)CC(=O)NCCC2=CCCCC2)cc1OC
42	COc1cc([N+](=O)[O-])ccc1NC(=O)COC(=O)c1n[nH]c2ccccc12
43	COc1cccc(CNC(=O)C(C)n2nc(C)n3c(cc4occc43)c2=O)c1 (stereo not drawn)
44	O=C(CNS(=O)(=O)c1c(Cl)cccc1Cl)N1CCCCCC1
45	Cc1ccc(S(=O)(=O)N2CCN(c3nc(CN4CCCC4)nc4sc(C)c(C)c34)CC2)cc1
46	COc1ccc(N(Cc2cc(=O)[nH]c3ccccc23)C(=O)CCl)cc1
47	CC1CC(C)(C)OC(c2ccc(C(C)C)cc2)O1 (stereo not drawn)
48	CCOc1ccc(NC(=O)CCN2C(=O)c3cccc([N+](=O)[O-])c3C2=O)cc1
49	Cc1cc(=O)[nH]c(N/N=C/c2cccc(Br)c2)n1
50	O=C(CSc1cn(CCNC(=O)c2ccc3ccccc3c2)c2ccccc12)NCc1ccco1

assay / entry	41	42	43	44	45	46	47	48	49	50
SENP8 block	7	22	9	8	-279	-1	1	18	-53	8
PfG6PD inh	0	13	0	-8	15	10	13	-9	4	27
ATG4B inhibitor	-7	-18	0	0	34	24	-1	1	6	-23
NR3A LBD binder	13*	8	-2	2	-2	0	0	-3	-1	-8
MPTP block	-0.4	-8.6	-3.8	0.3	-0.5	-0.6	0.2	0.6	0.3	-0.1
SENP1 FRET inh	4	-3	2	-1	-68	3	1	-3	1	-1
SENP6 block	-1	-17	15	10	0	-8	nt	16	4	4
hIAP act	1	1.1	1.2	1.1	1.1	1	nt	1.1	1	0.97

51	COCCNC(=O)c1cc(-c2ccc(OC)c(OC)c2)on1
52	CCOc1ccc(CNC(=O)c2cc3oc4ccccc4c3n2C)cc1
53	COC(=O)C1CCN(C(=O)CSc2ccccc2)CC1
54	COc1cc(NC(=O)c2cc3ccccc3o2)ccc1NC(=O)c1ccco1
55	O=c1c2c(nc3cc(-c4cccc(Cl)c4)[nH]n13)CCC2
56	COCCN(C(=O)Nc1ccccc1)C(C)c1cccnc1 (stereo not drawn)
57	COC(=O)c1cc(=O)c2cccc(OC)c2[nH]1
58	CN1CCN(C(=O)c2cc(Cl)ccc2NC(=O)c2ccc(Cl)cc2Cl)CC1
59	COc1cc(C(c2c(O)nc(SC)[nH]c2=O)c2c(O)nc(SC)[nH]c2=O)cc(OC)c1OC
60	O=[N+]([O-])c1cc(Cc2ccccc2)cc(C=Nc2ccc(N3CCOCC3)cc2)c1O
61	CC(NC(=S)Nc1ccccc1OC(F)F)C(C)(C)C (stereo not drawn)
62	COc1ccc(CCNC(=O)CC(=O)N/N=C/c2ccc(C(=O)O)cc2)cc1OC

assay / entry	51	52	53	54	55	56	57	58	59	60	61	62
SENP8 block	-7	-8	3	-64	-270	21	-427	8	7	30	4	9
PfG6PD inh	7	-3	-6	3	18	2	4	11	8	38	0	-3
ATG4B inhibitor	-2	7	8	-11	-3	2	-14	0	1	11	2	2
NR3A LBD binder	1	-5	2	-1	-1	-2	0	2	2	-20	-3	-1
MPTP block	-2.1	3.1	0.2	0.1	1.0	0.9	1.9	1.4	-0.8	15	4.7	-0.3
SENP1 FRET inh	0	1	1	1	0	4	-14	0	4	16	0	-1
SENP6 block	-16	9	14	-3	50*	-4	-12	-12	-6	nt	-16	-2
hIAP act	1	1.2	0.81	0.93	0.95	0.94	1.4	0.96	1	nt	1	0.9

# Three entries from above, bar-delimited:
no. | mol | SENP8 block | PfG6PD inh | ATG4B inhibitor | NR3A LBD binder | MPTP block | SENP1 FRET inh | SENP6 block | hIAP act
50 | O=C(CSc1cn(CCNC(=O)c2ccc3ccccc3c2)c2ccccc12)NCc1ccco1 | 8 | 27 | -23 | -8 | -0.1 | -1 | 4 | 0.97
51 | COCCNC(=O)c1cc(-c2ccc(OC)c(OC)c2)on1 | -7 | 7 | -2 | 1 | -2.1 | 0 | -16 | 1
52 | CCOc1ccc(CNC(=O)c2cc3oc4ccccc4c3n2C)cc1 | -8 | -3 | 7 | -5 | 3.1 | 1 | 9 | 1.2
